From PubChem BioAssay
ROCK2 inh: inhibitors of human Rho kinase 2 | 0.35% of 60,000 active | inhibition, % at 6 µM | AID 604 | purified ROCK2, Kinase-Glo ATP depletion luminescence;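 active means inhibition above the screen-wide mean inhibition plus 3 SD, cut at about 18% in these data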;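 further: plate controls were DMSO wells for no effect and Y-27632 control wells after no-enzyme background subtraction for full effect; many of its hits are not listed in these tables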
Target sequence (O75116 whole entry, looked up): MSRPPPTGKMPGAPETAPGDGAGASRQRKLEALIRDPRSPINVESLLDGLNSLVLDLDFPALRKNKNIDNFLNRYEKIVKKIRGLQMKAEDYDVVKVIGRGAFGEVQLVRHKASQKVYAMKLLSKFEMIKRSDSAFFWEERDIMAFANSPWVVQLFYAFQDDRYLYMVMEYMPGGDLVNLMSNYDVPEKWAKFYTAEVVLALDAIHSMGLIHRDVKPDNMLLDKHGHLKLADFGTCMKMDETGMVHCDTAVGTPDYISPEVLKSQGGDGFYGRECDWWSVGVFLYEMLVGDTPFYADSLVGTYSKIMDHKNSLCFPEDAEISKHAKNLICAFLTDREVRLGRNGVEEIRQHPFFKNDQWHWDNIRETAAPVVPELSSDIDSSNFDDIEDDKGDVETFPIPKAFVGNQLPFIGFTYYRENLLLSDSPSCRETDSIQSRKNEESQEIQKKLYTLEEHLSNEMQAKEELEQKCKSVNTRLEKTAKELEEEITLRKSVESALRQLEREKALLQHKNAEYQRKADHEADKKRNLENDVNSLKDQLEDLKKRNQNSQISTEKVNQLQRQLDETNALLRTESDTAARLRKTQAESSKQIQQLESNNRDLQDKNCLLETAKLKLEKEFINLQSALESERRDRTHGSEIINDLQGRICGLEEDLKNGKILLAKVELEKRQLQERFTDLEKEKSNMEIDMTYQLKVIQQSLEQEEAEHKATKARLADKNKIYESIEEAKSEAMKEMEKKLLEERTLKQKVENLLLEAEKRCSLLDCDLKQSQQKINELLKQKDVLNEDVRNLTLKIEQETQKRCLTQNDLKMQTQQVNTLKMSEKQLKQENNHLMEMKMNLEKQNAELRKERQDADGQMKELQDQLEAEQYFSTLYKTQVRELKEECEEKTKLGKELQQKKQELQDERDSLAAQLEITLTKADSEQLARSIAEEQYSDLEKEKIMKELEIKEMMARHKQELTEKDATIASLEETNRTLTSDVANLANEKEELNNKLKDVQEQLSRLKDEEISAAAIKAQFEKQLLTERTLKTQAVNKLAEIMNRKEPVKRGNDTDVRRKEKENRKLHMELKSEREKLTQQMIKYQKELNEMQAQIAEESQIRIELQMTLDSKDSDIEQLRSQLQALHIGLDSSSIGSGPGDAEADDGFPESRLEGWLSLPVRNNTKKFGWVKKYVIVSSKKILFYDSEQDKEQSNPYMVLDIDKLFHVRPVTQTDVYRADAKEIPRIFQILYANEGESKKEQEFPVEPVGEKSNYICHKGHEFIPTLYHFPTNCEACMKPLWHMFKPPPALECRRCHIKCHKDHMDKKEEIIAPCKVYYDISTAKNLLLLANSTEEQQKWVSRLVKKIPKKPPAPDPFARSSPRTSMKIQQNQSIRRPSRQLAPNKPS
MMP-13 inhibitor: blocks human MMP13 activity; P45452; inhibition, % at 4 µM; MMP-13 fTHP FRET cleavage, Mca fluorescence; 0.07% of 65,000 active;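 active means inhibition above the mean of compound-free control plate wells plus 3 SD, cut at about 14% in these data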;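 further: 0% = DMSO wells and 100% = wells with reference MMP-13 inhibitor after basal subtraction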
PKA inh: blocks human protein kinase A activity; inhibition, % at 6 µM; P17612; AID 524; 0.1% of 65,000 active; PKA Kemptide phosphorylation, Kinase-Glo ATP luminescence;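 active means inhibition above the screen-wide mean inhibition plus 3 SD, cut at about 21% in these data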; further: many of its hits are not listed in these tables
Autofluor 339: intrinsic fluorescence of library compounds, ex339/em460 – biochemical, MLSMR library, data from DPM-DC assay, artefact control, profiling panel. compound autofluorescence, ex339/em460 nm, NADH buffer; hits give high values; 1 = no-compound wells, NADH background. fluorescence fold increase at 10 µM. 5.5% of 65,000 active. AID 709;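 active means at 10 µM, mean starting fluorescence two-fold or more over control wells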;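 further: signal is the first read of a kinetic run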
NADH enzymes: inhibition of NAD/NADH coupling enzymes, library profiling; coupled PK/LDH NADH assays, four targets; IC50, µM (series often up to 10 µM), without a hit: at the top dose inhibition; 0.02% of 65,000 active;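 active means single-dose screening hits from any of four coupled enzyme assays that gave an IC50 when retested across doses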;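 further: the DPM-DC format reads NADH fluorescence rather than 340 nm absorbance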
Abs 340nm: compound absorbs light at 340 nm | compound absorbance at 340 nm, fold over control | 65,000 tested, under 10 active | fold change at 10 µM;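 active means at 10 µM dose, initial 340 nm absorbance at least 2 fold that of control wells; inactive means change under 2 fold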;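 further: initial absorbance extrapolated from kinetic A340 decline of NADH oxidation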
JNK3 blocker: blocks human JNK3 kinase activity. inhibition, % at 8 µM. 0.61% of 60,000 active. purified JNK3 kinase activity, HTS. P53779; in the data active means inhibition above about 17%;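 further: 0% = DMSO and 100% = reference inhibitor; many of its hits are not listed in these tables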
Ecoli tolC: E. coli tolC mutant growth inhibition; E. coli BW25113 tolC mutant growth, OD615; 2.2% of 65,000 active; growth inhibition, % at 10 µM (by protocol);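 active means growth inhibition at or above a cutoff equal to the mean over every tested compound plus 3 SD, cut at about 60% in these data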;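 further: growth measured after 20 h incubation at 37 °C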
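Test system – E. coli BW25113 ΔtolC::kan, tolC deletion mutant strain · Detection – OD at 615 nm · Buffer or medium – LB with kanamycin 50 µg/mL · Times – 20 h compound exposure of bacteria at 37 °C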
HEK293 NFkB inh: inhibitors of the PMA/ionomycin-induced NF-kB reporter in HEK293 cells | HEK-293 NF-kB luciferase reporter, luminescence | inhibition, % at 3 µM | 0.21% of 62,000 active | AID 465;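 active means inhibition above the mean of all tested compounds plus 3 SD, cut at about 40% in these data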;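 further: 0% = stimulated DMSO wells and 100% = 10 µM reference inhibitor 5653914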
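Timing: 1 h pretreatment, 16 h stimulation, 37 °C; system: HEK-293 cells with stable firefly luciferase reporter driven by four HIV NF-kB elements; doses: 3 µM once, 0.30% DMSO; measured by: luciferase luminescence; control set: DMSO and 10 µM reference inhibitor; repeats: single test; reagent: PMA plus ionomycin mix as NF-kB-activating stimulus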
Active calls of the source: *; nt = no result given; [ ] = remark or other dose.

Below each SMILES – ROCK2 inh, MMP-13 inhibitor, PKA inh, Autofluor 339, NADH enzymes, Abs 340nm, JNK3 blocker, Ecoli tolC, HEK293 NFkB inh
1: CC1CCc2cc(F)ccc2N1C(=O)CSc1nnc(-c2cccs2)n1C (stereo unspecified)
    2, 10, -2, 1, 7%, 0.99, 7, -8, 1
2: CN1CCN(C(=O)c2cc3c(s2)-c2ccccc2S(=O)(=O)C3)CC1
    2, -2, 2, 1.1, 3%, 1.2, -1, -7, 7
3: COc1ccc2oc(=O)c(NC(=O)C3CCCCC3)cc2c1
    4, -11, 6, 4.2*, 8%[fluoresces], 1.1, 4, -10, 1
4: CCOc1ccc(N2C(=O)c3ccccc3C2O)cc1 (stereo unspecified)
    -1, -3, 6, 1.1, 6%, 0.99, 5, -3, -17
5: Cc1ccnc(NC(=O)CCC(=O)N(CC(=O)NC2CCCCC2)Cc2ccc3c(c2)OCO3)c1
    0, -15, -4, 1.1, 5%, 0.99, 2, 4, 1
6: CCCCNC(=O)OCC(CC)NC(=O)OC(C)C (stereo unspecified)
    1, -9, 9, 1.1, 6%, 0.98, -1, -4, 1
7: Cc1ccc2c(c1)NC(=O)C(CC(=O)NCc1ccc(F)cc1)O2 (stereo unspecified)
    -1, 8, -6, 1.1, 3%, 1, -6, 6, 7
8: O=C(CSc1nnc(CNc2ccc(F)cc2)n1Cc1ccco1)NC1CC1
    4, 5, 4, 1.1, 3%, 0.98, 0, -18, 12
9: O=C(OCc1ccccc1F)c1ccc2c(c1)OCCO2
    0, 0, -4, 1, 1%, 0.97, 1, 35, 11
10: COc1ccc(N(CC(=O)Nc2cccc(SC)c2)S(C)(=O)=O)cc1Cl
    3, 2, 8, 1.1, 9%, 1.1, 2, 23, 1
11: Cc1cc(C(=O)N2CCN(c3ncccn3)CC2)cs1
    8, -4, 7, 1.1, 2%, 0.98, -2, -12, -1
12: Cc1ccc(CCNC(=O)CN2C(=O)COc3ccccc32)cc1
    4, 2, 7, 0.62, 13%, 1, 2, -2, 21
13: COc1ccc(N2CCn3c2nc2c3c(=O)n(CCc3ccccc3)c(=O)n2C)c(OC)c1
    1, 4, 8, 1.1, 5%, 1, 9, -13, 14
14: COc1cc(C(=O)N2CCN(c3ncnc4sc(C)c(C)c34)CC2)cc(OC)c1OC
    -4, 3, -11, 1.1, 4%, 1, 2, 13, 26
15: CCOC(=O)Cn1c(N2CCCCCC2)nc2c1c(=O)[nH]c(=O)n2C
    4, 5, 11, 0.93, 4%, 1, 4, -15, 9
16: O=C(NCc1ccccc1)c1noc2c1CCCCC2
    3, -4, 2, 0.85, 9%, 0.99, 11, -9, -7
17: CCN(CC)CCNC(=O)Cn1nc(-c2ccc(C)cc2)ccc1=O
    6, -4, 10, 1.4, 5%, 1, -1, -7, 16
18: O=C(O)c1cccn1Cc1ccccc1F
    nt, 3, -1, 1, 6%, 0.99, nt, -4, 6
19: C=CCn1c(SCC#N)nc2ccccc2c1=O
    3, -4, 9, 1.1, 7%, 1, 11, 0, 11
20: Cc1cn2c(-c3ccc(Cl)cc3)nnc2s1
    5, 2, 12, 1, 2%, 0.97, -2, -10, 5

Structural class: those above with fluorine (5)
Below each SMILES – ROCK2 inh, MMP-13 inhibitor, PKA inh, Autofluor 339, NADH enzymes, Abs 340nm, JNK3 blocker, Ecoli tolC, HEK293 NFkB inh
1: CC1CCc2cc(F)ccc2N1C(=O)CSc1nnc(-c2cccs2)n1C (stereo unspecified)
    2, 10, -2, 1, 7%, 0.99, 7, -8, 1
7: Cc1ccc2c(c1)NC(=O)C(CC(=O)NCc1ccc(F)cc1)O2 (stereo unspecified)
    -1, 8, -6, 1.1, 3%, 1, -6, 6, 7
8: O=C(CSc1nnc(CNc2ccc(F)cc2)n1Cc1ccco1)NC1CC1
    4, 5, 4, 1.1, 3%, 0.98, 0, -18, 12
9: O=C(OCc1ccccc1F)c1ccc2c(c1)OCCO2
    0, 0, -4, 1, 1%, 0.97, 1, 35, 11
18: O=C(O)c1cccn1Cc1ccccc1F
    nt, 3, -1, 1, 6%, 0.99, nt, -4, 6

Next section:
Below each SMILES – ROCK2 inh, MMP-13 inhibitor, PKA inh, Autofluor 339, NADH enzymes, Abs 340nm, JNK3 blocker, Ecoli tolC, HEK293 NFkB inh
21: O=c1[nH]c2sc3c(c2c2nncn12)CCCC3
    -3, -1, 4, 1.1, 1%, 0.99, 1, 15, 10
22: CCN1CCCC1CNC(=O)c1csc2c1CCCC2 (stereo unspecified)
    9, 4, 10, 1.1, 8%, 0.97, 3, -4, 10
23: Cn1c(Cn2c(=O)sc3ccccc32)nnc1SCC(=O)N1CCc2ccccc21
    7, -3, 8, 1.1, 2%, 1.1, -1, 4, 12
24: Cc1noc(C)c1S(=O)(=O)Nc1ccc(C(=O)NCc2ccccc2)cc1
    7, -1, 9, 1.1, 6%, 1, -8, 5, 11
25: O=c1cc(CSc2nnc(COc3ccccc3)o2)c2ccccc2[nH]1
    5, -3, 12, 1, 6%, 1, 5, 5, 5
26: CC(C)(C)c1[nH]nc2c1C(Cc1ccccc1)C(C#N)=C(N)O2 (stereo unspecified)
    5, 0, 0, 1.1, 6%, 1, 1, 64*, 15
27: CC(C)C(NC(=O)OCc1ccccc1)C(=O)OCC(=O)N1C(C)CCCC1C (stereo unspecified)
    3, 1, 4, 1.1, 5%, 1, -2, 8, 18
28: O=C(Oc1cccc2cccnc12)c1cccs1
    -2, 3, -4, 1, 5%, 0.98, -1, -4, 12
29: Cc1ccc2oc(=O)c3cnn(CC(=O)N4CCCc5ccccc54)c3c2c1
    3, -4, 3, 1, 5%, 0.97, 5, 1, -10
30: CCN(C(=O)CSc1ncn[nH]1)c1cccc2ccccc12
    5, 2, 8, 1.1, 6%, 0.99, 2, -11, 2
31: COC(=O)n1c(=O)oc2cc(S(=O)(=O)N3CCCCC3)ccc21
    2, -4, 5, 1.1, 5%, 1, -8, -12, 12
32: Cn1ccc(C(=O)OCC(=O)c2ccccc2)n1
    3, 0, 0, 1.1, 2%, 1, 4, -6, 7
33: CSc1nnc(-c2cnccn2)n1Cc1ccccc1
    -4, 7, -4, 0.96, 4%, 1, -9, -8, 13
34: CCOC(=O)C(C)Sc1nnc2n1C(C)(C)Cc1ccccc1-2 (stereo unspecified)
    3, -2, 6, 1.1, 6%, 1, 1, 6, 14
35: COC(=O)c1ccc(CSc2nc3c(cnn3-c3ccc(Cl)cc3)c(=O)[nH]2)o1
    5, 3, 8, 1.1, 2%, 1, -3, -14, 33
36: O=C(Nc1ccc(C2CCCCC2)cc1)C1CCN(c2ncccn2)CC1
    5, -6, 14, 1.1, 7%, 1, 1, 7, 11
37: COc1ccc(-c2[nH]nc3c2C(c2ccncc2)C(C#N)=C(N)O3)cc1 (stereo unspecified)
    -1, -1, 2, 1, 2%, 0.99, -2, -13, 17
38: COc1cccc(NC(=O)CN2CCN(S(=O)(=O)c3ccc(C(C)C)cc3)CC2)c1
    4, 4, 5, 1.1, 6%, 0.98, 2, 22, 7
39: CCCCCc1ccc(CC(=O)O)cc1
    7, 0, 7, 1.1, 7%, 0.98, -1, 8, 13
40: CCn1c2ccccc2c2nn(C)c(=N)nc21
    -2, 6, 2, 1.1, 5%, 1.1, 2, -9, 3

Entries from the list above with a COOH group, in the order listed:
Below each SMILES – ROCK2 inh, MMP-13 inhibitor, PKA inh, Autofluor 339, NADH enzymes, Abs 340nm, JNK3 blocker, Ecoli tolC, HEK293 NFkB inh
18: O=C(O)c1cccn1Cc1ccccc1F
    nt, 3, -1, 1, 6%, 0.99, nt, -4, 6
39: CCCCCc1ccc(CC(=O)O)cc1
    7, 0, 7, 1.1, 7%, 0.98, -1, 8, 13

Next records:
Below each SMILES – ROCK2 inh, MMP-13 inhibitor, PKA inh, Autofluor 339, NADH enzymes, Abs 340nm, JNK3 blocker, Ecoli tolC, HEK293 NFkB inh
41: Cc1cc(-c2ccco2)n(CC(=O)NCCCc2ccccc2)n1
    1, 2, -4, 1.1, 2%, 1, 6, -5, 6
42: Cc1ccccc1OCc1nc(-c2ccc(NC(=O)c3ccco3)cc2)no1
    nt, -1, 1, 1.2, 2%, 1, nt, 7, -25
43: COc1ccc(-c2ccc(Nc3ccc(S(=O)(=O)N4CCCC4)cc3)nn2)cc1OC
    1, -1, 2, 1, 4%, 1, -8, -5, -2
44: COC(=O)c1cc2sccc2n1CC(=O)N1CCCc2ccccc21
    -7, 0, -3, 1.1, 7%, 1, -13, 12, 8
45: CCCCN(CC)C(=O)CSc1cc(=O)n(C)c2ccccc12
    -2, 2, -1, 1.2, 8%, 1, 2, 9, 9
46: CC1CC(C)CN(c2ncnc3c2cnn3-c2ccc(Cl)cc2)C1 (stereo unspecified)
    0, 7, 8, 1, 1%, 0.96, 2, 58, -12
47: Cc1ccn2cc(C(=O)Nc3nnc(C)s3)nc2c1
    4, -30, 8, 1.9, 6%, 1.1, 2, -7, -12
48: Nc1c(C(=O)NC2CCCC2)sc2nc(-c3cccs3)ccc12
    4, -21, 11, 2.8*, 17%, 1.1, -2, -3, 14
49: CCOC(=O)c1ccccc1OCc1cc(/C=N/n2cncn2)ccc1OC
    2, -3, 7, 1.1, 5%, 1.1, 5, 1, nt
50: N#CCCCSc1nnnn1-c1cccc(Cl)c1
    8, 0, 4, 1, 3%, 1, -2, 1, 6
51: COc1ccc(CC(=O)Nc2nncs2)cc1OC
    0, 7, 7, 1.1, 2%, 0.99, 1, -8, 22
52: Cc1ccc(/C=c2\sc3nc(-c4ccco4)nn3c2=O)o1
    8, 1, 10, 1.1, 8%, 1.1, -6, -8, -6
53: CC1CN(C(=O)c2ccccc2)OC(c2ccc3c(c2)OCO3)O1 (stereo unspecified)
    8, 1, 10, 1, 8%, 1, -3, -13, 0
54: CN1CCN(/C=N/c2c(C#N)cnn2Cc2ccccc2)CC1
    9, 4, 6, 1.1, 6%, 1, -3, -16, 0
55: COc1ccc(O)c(-c2cc(-c3cccc(Br)c3)n[nH]2)c1
    4, -2, -4, 1.1, 3%, 1, -6, 4, 10
56: CCOC(=O)C1CCCN(c2nnnn2-c2ccccc2)C1 (stereo unspecified)
    2, -3, 5, 1.1, 5%, 0.98, 3, -5, -1

Records listed above shown as hits in Autofluor 339:
no.	structure	ROCK2 inh	MMP-13 inhibitor	PKA inh	Autofluor 339	NADH enzymes	Abs 340nm	JNK3 blocker	HEK293 NFkB inh
3	COc1ccc2oc(=O)c(NC(=O)C3CCCCC3)cc2c1	4	-11	6	4.2*	8%[fluoresces]	1.1	4	1
48	Nc1c(C(=O)NC2CCCC2)sc2nc(-c3cccs3)ccc12	4	-21	11	2.8*	17%	1.1	-2	14

Not all compounds are listed (hit frequency here may not be typical).
